# Screening data from PubChem.
# Yeast superoxide = reduction of superoxide in aged yeast, primary screen, HTS; S. cerevisiae aged cells, superoxide DHE fluorescence; stronger effect = lower value; AID 2690, 2010; superoxide response (% of plate mean), % at 10 µM; 330,000 tested, 0.18% active;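 active means superoxide response under a set limit, about three screen SD below normal, cut at about 65% in these data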;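 further: yeast aged for seven days with compound at 30 °C before DHE staining; 100% = average MFI of all compound-treated wells on the plate with controls excluded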
# MCL1-BIM inh = inhibitors of MCL1 binding to BIM-BH3, primary screen, biochemical, fluorescence polarization. Induced myeloid leukemia cell differentiation protein Mcl-1 (Homo sapiens), Q07820. GST-MCL1 / FITC-Bim-BH3 fluorescence polarization. inhibition, % at 10.9 µM. 320,000 tested, 0.68% active;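 active means inhibition above the mean inhibition of all tested compounds plus 3 SD, set per campaign, cut at about 40% in these data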;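 further: 0% = DMSO wells and 100% = unlabeled Bim-BH3 peptide control; higher means more loss of mP so more displacement of Bim peptide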
# GRK2 aptamer HTS = compounds blocking aptamer binding on GRK2 – biochemical, human GRK2, bead flow cytometry, HTS, primary screen; inhibition of aptamer binding, % at 10 µM; FAM-aptamer displacement from GRK2; 330,000 tested, 0.59% active; Beta-adrenergic receptor kinase 1 (Homo sapiens), P25098; AID 488847, 2010;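 active means inhibition of aptamer binding above 40%, roughly 3 SD of noise, on plates passing a quality check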;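 further: median bead fluorescence of bound FAM aptamer so fluorescent compounds give negative values; no value below 0 was filed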
# VLA-4 inh = inhibition in human VLA-4 binding assay, primary screen, VLA-4 allosteric modulator project, MLPCN library, flow cytometry, VLA-4 expressing cells. ligand binding flow cytometry. inhibition, % (about 7 µM as worked out from the volumes in the protocol). 330,000 tested, 0.2% active; in the data active means inhibition above about 50%
# Target sequence (P13612 whole entry, looked up): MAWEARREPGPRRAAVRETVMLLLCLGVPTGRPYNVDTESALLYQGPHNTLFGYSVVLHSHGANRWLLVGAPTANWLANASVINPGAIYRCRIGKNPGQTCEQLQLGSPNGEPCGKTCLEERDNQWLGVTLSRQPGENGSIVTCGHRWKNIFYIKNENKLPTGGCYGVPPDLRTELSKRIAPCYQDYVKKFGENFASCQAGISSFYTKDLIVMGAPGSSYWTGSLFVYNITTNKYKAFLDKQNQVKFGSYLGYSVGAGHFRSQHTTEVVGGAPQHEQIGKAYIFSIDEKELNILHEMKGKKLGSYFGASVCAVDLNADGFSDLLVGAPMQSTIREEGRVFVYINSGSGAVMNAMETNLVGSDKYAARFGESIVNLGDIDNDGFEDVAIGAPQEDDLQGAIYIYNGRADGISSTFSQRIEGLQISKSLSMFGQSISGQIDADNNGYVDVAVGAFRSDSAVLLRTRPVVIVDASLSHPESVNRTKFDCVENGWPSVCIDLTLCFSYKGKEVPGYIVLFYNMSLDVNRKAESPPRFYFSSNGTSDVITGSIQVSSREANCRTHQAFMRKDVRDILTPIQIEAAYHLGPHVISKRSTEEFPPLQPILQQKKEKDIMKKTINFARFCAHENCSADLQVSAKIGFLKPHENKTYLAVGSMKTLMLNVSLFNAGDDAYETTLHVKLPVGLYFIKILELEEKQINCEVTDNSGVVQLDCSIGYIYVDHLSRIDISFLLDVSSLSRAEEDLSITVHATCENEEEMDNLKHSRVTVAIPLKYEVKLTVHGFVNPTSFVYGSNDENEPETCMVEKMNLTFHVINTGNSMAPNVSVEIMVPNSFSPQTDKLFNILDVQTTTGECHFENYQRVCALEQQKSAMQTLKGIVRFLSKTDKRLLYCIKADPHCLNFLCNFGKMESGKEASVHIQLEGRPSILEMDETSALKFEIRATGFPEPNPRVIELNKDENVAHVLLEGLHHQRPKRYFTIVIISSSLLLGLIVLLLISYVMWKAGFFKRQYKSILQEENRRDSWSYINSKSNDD
# MEX-5 binding = MEX-5 zinc finger RNA-binding disruptors – biochemical, C. elegans, fluorescence polarization, MLPCN library, primary screen; Zinc finger protein mex-5 (Caenorhabditis elegans), Q9XUB2; MEX-5/FITC-TCR2 RNA binding; stronger effect = lower value; activity score (negative = inhibition of binding), % at 10 µM; 300,000 tested, 0.38% active; AID 1832, 2009;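 active means inhibition past about -25% in most replicates, and total fluorescence under double the plate's negative control median, limit read from the data; inconclusive means replicates evenly split on the limit, or fluorescence at least double controls; inactive means too little inhibition in most replicates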;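 further: 0% = DMSO and -100% = 5 µM competing unlabeled TCR2 RNA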
# GLD-1 RNA inh = GLD-1/TGE RNA complex disruptors, primary screen, biochemical, fluorescence polarization; AID 2280, 2010; 320,000 tested, 0.44% active; Female germline-specific tumor suppressor gld-1 (Caenorhabditis elegans), Q17339; inhibition, % at 5.96 µM; purified GLD-1 + fluorescein TGE RNA;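 active means percent inhibition above a per-plate cutoff, the plate mean of test compounds plus 3 SD, cut at about 30% in these data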;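 further: 0% = DMSO wells with GLD-1 and probe and 100% = wells lacking GLD-1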
# AGP1-GFP MLPCN = modulators of AGP1-GFP expression in yeast TOR pathway, primary screen, cell-based, multiplex flow cytometry, S. cerevisiae, MLPCN library. 3 h; GFP as percent of DMSO wells. GFP response vs DMSO, % at 10 µM. 320,000 tested, 0.02% active. AID 2066, 2009;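 active means GFP response relative to DMSO above a set limit, near screen average plus 3 SD, cut at about 150% in these data; inconclusive means fewer than 70 cells counted for the yeast strain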;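 further: median GFP channel fluorescence of the gated AGP1 strain per well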
# CIT2-GFP yeast = modulators of CIT2-GFP expression in yeast, primary screen, S. cerevisiae, GFP fusion, multiplex flow cytometry, MLPCN library; GFP response vs DMSO, % at 10 µM; 320,000 tested, 0.065% active; S. cerevisiae CIT2-GFP strain, 3 h; 100 means same as DMSO wells;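 active means GFP response relative to DMSO above a set limit, near the screen mean plus 3 SD, cut at about 150% in these data; inconclusive means Fewer than 70 cells measured for a yeast strain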;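 further: ratio of well median GFP fluorescence to mean of DMSO wells on the plate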
# BCLXL inh = inhibitors of human Bcl-xL, primary screen, biochemical, fluorescence polarization, HTS; GST-Bcl-xL / FITC-Bim BH3 peptide fluorescence polarization; inhibition, % at 10.9 µM; 320,000 tested, 0.7% active; Bcl-2-like protein 1 (Homo sapiens), Q07817;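 active means inhibition above the mean of all tested compounds plus 3 SD, cutoff set per campaign, cut at about 30% in these data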;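 further: 0% = DMSO wells and 100% = unlabeled Bim-BH3 peptide competitor; inhibitors lower millipolarization by displacing the labeled peptide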
# * marks the source's active call; other numbers are inactive results; ? = inconclusive; / = not tested or not shown.
SMILES,Yeast superoxide,MCL1-BIM inh,GRK2 aptamer HTS,VLA-4 inh,MEX-5 binding,GLD-1 RNA inh,AGP1-GFP MLPCN,CIT2-GFP yeast,BCLXL inh
CCC(C(=O)NCCCN1CCOCC1)n1c2ccccc2c2nc(=O)cc(C)n21 (centres undefined),88,0,1,17,0.3,-10,111,109,4
CCc1c(C)c2ccc(O)c(CN(C)C)c2oc1=O,100,2,0,-1,0.8,3,88,95,3
CN(C)S(=O)(=O)c1ccc(C(=O)Nc2ccccc2F)cc1,88,5,1,12,-1.0,7,/,115,1
Clc1ncc(CSc2ccccc2)s1,95,-9,1,8,0.0,3,101,96,1
CCOC(=O)N1CCN(C(=O)CSc2nc(-c3cccc(C)c3)ns2)CC1,111,5,1,-6,0.0,5,98,98,5
COc1ccc(CN(C(=O)c2cc3ccccc3oc2=O)C2CCCCC2)cc1OC,96,4,1,13,2.0,-1,98,98,-1
COCCNC(=O)CN(C(=O)CCC(=O)Nc1cc(C)on1)c1ccccc1C,124,-5,0,42,1.5,-10,104,101,-3
COc1ccc(OC)c(NC(=O)C(Sc2ccccc2)c2ccccc2)c1 (centres undefined),95,2,2,3,5.3,-2,100,91,2
O=C(CSc1nc2scc(-c3ccccc3)c2c(=O)[nH]1)N1CCCCC1,106,-7,5,0,1.6,-14,103,101,1
CCN(CC)S(=O)(=O)c1ccc(C(=O)NCc2nnc(SCC(=O)OC)n2C)cc1,110,5,0,2,/,1,/,88,2
S=C(Nc1ccc(Br)cc1Cl)N1CCC2(CC1)OCCO2,99,10,2,9,-0.4,7,101,89,5
O=C(NCC(=O)N(Cc1cccs1)C(C(=O)NC1CCCC1)c1ccco1)c1cccs1 (centres undefined),97,0,3,0,-1.6,10,90,90,0
COc1cc(/C=N/NC(=O)c2ccncc2)ccc1OCC(=O)Nc1ccccc1,99,2,2,1,0.2,3,106,103,1
Cc1ccnc2c1ccc1c(C)ccnc12,86,-5,9,6,/,0,90,85,-2
CNC(=S)N(CCCN(C)C)Cc1cc2cc3c(cc2[nH]c1=O)OCCO3,89,-2,0,2,0.3,-5,114,113,-2
O=C(CNC(=O)c1cccs1)N/N=C/c1ccc(O)cc1O,95,15,4,-17,-1.5,6,98,98,10
Cc1ccccc1OCCCC(=O)Nc1ccc(S(=O)(=O)Nc2onc(C)c2C)cc1,97,-2,0,-3,-1.4,-2,98,99,4
Cn1nc(C(=O)NNC(=O)C2CSC3(C)CCC(=O)N23)c2ccccc2c1=O (centres undefined),104,1,1,9,0.6,-3,101,96,-1
Cc1ccc(/C=C/C(=O)c2ccc(N3CCOCC3)cc2)s1,116,-33,5,-10,?,-11,100,91,-21
Cc1ccc2[nH]c(=O)c(CN(Cc3ccco3)S(=O)(=O)c3c(C)ccc4nsnc34)cc2c1,119,0,1,13,-3.6,-1,97,94,0
CC(C)c1ccc2[nH]c3nc(SCC(=O)N4CCOCC4)nnc3c2c1,114,6,4,6,-11,-9,103,88,3
Clc1ccccc1CNCC1CCCO1 (centres undefined),104,16,0,-63,1.7,1,99,110,7
CS(=O)(=O)N1CCc2cc(S(=O)(=O)N3CCCCC3)ccc21,110,3,0,4,0.8,-7,108,100,-2
C=CCn1c(C)cc(C(=O)CSc2nnc3c(Cl)cc(Cl)cn23)c1C,93,2,2,-95,-0.5,5,97,97,-1
CN(C)CCN(CC1CCCN(Cc2ccccc2F)C1)C(=O)c1ccc(F)cc1 (centres undefined),99,11,0,3,0.4,-3,99,101,7
C=CCn1c(SCC(=O)Nc2cc(OC)c(NC(=O)c3ccco3)cc2OC)nnc1-c1ccncc1,92,-7,2,12,4.1,6,101,91,-3
COc1cc(/C=C(/NC(=O)c2ccccc2Cl)C(=O)O)cc(OC)c1OC,107,2,1,16,0.0,-2,103,94,6
COc1ccc(NC(=O)CC(C)c2ccccc2)c([N+](=O)[O-])c1 (centres undefined),105,-12,0,-22,2.3,-4,90,88,0
CCn1c(-c2cc3ccccc3cc2O)n[nH]c1=S,81,-12,0,-5,0.5,0,105,106,-12
CC(C)(C)OC(=O)N1CCC(c2c(C(=O)NC3CC3)cnn2-c2ccccc2)CC1,112,1,0,-8,-0.7,1,100,103,1
COC(=O)CNC(=O)C(NC(=O)c1ccc(Cl)cc1)C(C)C (centres undefined),103,-12,0,16,-0.1,-8,93,96,-9
O=C(C1CCCCC1)N(Cc1nc2sc3c(c2c(=O)[nH]1)CCCC3)Cc1cccs1,100,-1,4,2,3.5,0,77,98,4
C=CCc1ccc(OCC(O)CN2CCc3ccccc3C2)c(OC)c1 (centres undefined),106,0,0,3,0.5,-6,108,110,-1
C=CCSc1nnc(NC(=O)c2ccc(N3CCCC3=O)cc2)s1,84,-13,2,-9,/,7,87,86,-11
Cc1cc(N2CCN(c3ncccn3)CC2)nc2c(C)cccc12,82,4,0,3,0.2,22,99,106,8
Cc1ccc(Cl)cc1N1CCN(Cc2nnnn2C2CCCCC2)CC1,97,8,1,2,0.7,6,75,112,10
O=c1[nH]cnc2nn(-c3ccccc3)nc12,104,6,1,1,0.7,3,90,84,9
O=C(CSc1nnc2ccccn12)NCc1ccco1,106,3,1,-23,-0.8,8,95,93,4
CC(C)(C)OC(=O)N1CCC[C@H]1c1nnc(SCc2ccccc2)o1,93,4,2,0,-0.5,3,105,101,6
COc1ccc(NC(=O)C2CCCN2C(=O)NC2CCCCC2)cc1 (centres undefined),80,2,0,4,0.5,5,97,109,2
CCCn1c(C(O)c2ccc(OCC)cc2)nc2ccccc21 (centres undefined),100,-9,3,33,0.7,-9,97,94,3
CCOC(=O)CCS(=O)(=O)c1ccc(-c2ccc(S(=O)(=O)CCC(=O)OCC)cc2)cc1,104,10,1,9,0.3,-1,104,98,6
O=C(O)C1CCN(C(=O)COc2ccc3c4c(c(=O)oc3c2)CCCC4)CC1,93,-1,2,-5,-2.1,-1,103,106,2
O=C(N/N=C/c1ccccn1)c1cccc(NC(=O)c2ccccc2Cl)c1,121,3,0,-3,2.9,0,93,96,1
CCCC[C@H]1COCCS(=O)(=O)N1Cc1cccc([N+](=O)[O-])c1,104,4,3,-7,0.6,8,104,98,4

# Another view of some results above.
Molecule | Yeast superoxide | MCL1-BIM inh | GRK2 aptamer HTS | VLA-4 inh | MEX-5 binding | GLD-1 RNA inh | AGP1-GFP MLPCN | CIT2-GFP yeast | BCLXL inh
COC(=O)CNC(=O)C(NC(=O)c1ccc(Cl)cc1)C(C)C (centres undefined) | 103 | -12 | 0 | 16 | -0.1 | -8 | 93 | 96 | -9
O=C(C1CCCCC1)N(Cc1nc2sc3c(c2c(=O)[nH]1)CCCC3)Cc1cccs1 | 100 | -1 | 4 | 2 | 3.5 | 0 | 77 | 98 | 4
C=CCc1ccc(OCC(O)CN2CCc3ccccc3C2)c(OC)c1 (centres undefined) | 106 | 0 | 0 | 3 | 0.5 | -6 | 108 | 110 | -1
C=CCSc1nnc(NC(=O)c2ccc(N3CCCC3=O)cc2)s1 | 84 | -13 | 2 | -9 | / | 7 | 87 | 86 | -11
Cc1cc(N2CCN(c3ncccn3)CC2)nc2c(C)cccc12 | 82 | 4 | 0 | 3 | 0.2 | 22 | 99 | 106 | 8
Cc1ccc(Cl)cc1N1CCN(Cc2nnnn2C2CCCCC2)CC1 | 97 | 8 | 1 | 2 | 0.7 | 6 | 75 | 112 | 10
O=c1[nH]cnc2nn(-c3ccccc3)nc12 | 104 | 6 | 1 | 1 | 0.7 | 3 | 90 | 84 | 9
O=C(CSc1nnc2ccccn12)NCc1ccco1 | 106 | 3 | 1 | -23 | -0.8 | 8 | 95 | 93 | 4
CC(C)(C)OC(=O)N1CCC[C@H]1c1nnc(SCc2ccccc2)o1 | 93 | 4 | 2 | 0 | -0.5 | 3 | 105 | 101 | 6
COc1ccc(NC(=O)C2CCCN2C(=O)NC2CCCCC2)cc1 (centres undefined) | 80 | 2 | 0 | 4 | 0.5 | 5 | 97 | 109 | 2
CCCn1c(C(O)c2ccc(OCC)cc2)nc2ccccc21 (centres undefined) | 100 | -9 | 3 | 33 | 0.7 | -9 | 97 | 94 | 3
CCOC(=O)CCS(=O)(=O)c1ccc(-c2ccc(S(=O)(=O)CCC(=O)OCC)cc2)cc1 | 104 | 10 | 1 | 9 | 0.3 | -1 | 104 | 98 | 6
O=C(O)C1CCN(C(=O)COc2ccc3c4c(c(=O)oc3c2)CCCC4)CC1 | 93 | -1 | 2 | -5 | -2.1 | -1 | 103 | 106 | 2
O=C(N/N=C/c1ccccn1)c1cccc(NC(=O)c2ccccc2Cl)c1 | 121 | 3 | 0 | -3 | 2.9 | 0 | 93 | 96 | 1
CCCC[C@H]1COCCS(=O)(=O)N1Cc1cccc([N+](=O)[O-])c1 | 104 | 4 | 3 | -7 | 0.6 | 8 | 104 | 98 | 4

# (next part)
SMILES,Yeast superoxide,MCL1-BIM inh,GRK2 aptamer HTS,VLA-4 inh,MEX-5 binding,GLD-1 RNA inh,AGP1-GFP MLPCN,CIT2-GFP yeast,BCLXL inh
CC(=O)Nc1ccc(NC(=O)C2CCCN2/C=C/C(=O)C(F)(F)F)cc1 (centres undefined),82,-2,0,9,-2.7,-2,97,93,4
CC(C)(CNS(=O)(=O)c1ccc2ccccc2c1)N1CCOCC1,122,6,0,0,/,10,95,102,-5
COc1ccc(N2CCN(Cc3cc(=O)c(OCC(=O)NC4CCCC4)co3)CC2)cc1,119,8,0,1,-7.7,7,111,95,10
NNc1nc2sc3c(c2c(=O)n1C1CCCCC1)CCN(Cc1ccccc1)C3,87,3,3,11,-2.3,-5,107,104,1
NC(=O)C1C(c2ccccc2)=C1c1ccccc1,89,6,2,9,2.3,3,109,97,7
Cc1ccc(CNC(=O)[C@@H](NC(=O)Cc2ccccc2)C(C)C)cc1,105,-12,7,-7,0.2,-4,103,117,-13
Cc1ccn2c(CNCC3OCCc4ccccc43)c(C(=O)N3CCCCCC3)nc2c1 (centres undefined),104,11,0,-3,1.0,7,105,104,9
CCNC(=S)Nc1cc(-c2ccc(Cl)cc2)[nH]n1,82,-33,0,-6,-2.9,0,106,98,-42
Cc1ccccc1OCC(=O)OCC(=O)NCCNC(=O)COC(=O)COc1ccccc1C,86,-13,0,1,2.3,2,102,102,-6
Cc1ccc(/C=C/C(=O)NC(=S)N2CCN(c3ccc(F)cc3)CC2)cc1,95,7,0,13,-0.9,4,126,118,5
Cc1ccc(NC(=O)c2c3c(nc4ccccc24)CCC3)cc1,93,-12,2,-3,-1.1,3,104,97,-3
Clc1ccc2c(c1)-c1nnc(Br)n1-c1ccccc1S2,145,-17,10,15,0.3,-1,89,71,-7
CCCCCN(C(=O)NC(=O)Nc1ccccc1OC)S(C)(=O)=O,92,8,0,30,0.6,7,99,103,3
